ABHD4 inh – ABHD4 inhibitors, primary screen, biochemical, fluorescence polarization, mouse; 370,000 compounds, 0.54% hits; (Lyso)-N-acylphosphatidylethanolamine lipase (Mus musculus), Q8VD66; inhibition, % at 8.92 µM; purified mABHD4, FP-Rh probe fluorescence polarization; AID 720543, 2013;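 active = inhibition exceeding the mean over every tested compound plus 3 SD, cut at about 30% in these data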;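 also: 0% = plate median of compound wells and 100% = S159A mutant with DMSO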
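Assay system: wild-type mouse ABHD4 protein; compound: single nominal dose of 8.92 µM, 0.89% DMSO final; schedule: 45 min + 60 min at 25 °C; measured by: FP readout, ex 525 nm / em 598 nm; evaluation: % inhibition of FP-Rh probe binding versus controls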
PRMT1 FP inh – PRMT1 methyltransferase inhibitors, primary screen, biochemical, fluorescence polarization | recombinant PRMT1, activity-based probe fluorescence polarization | inhibition, % at 2.79 µM | 370,000 compounds, 1.3% hits | AID 652257, 2013;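 active = inhibition above about 21% made by adding two undisclosed values, limit read from the data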
Target sequence (Q99873 whole entry, looked up): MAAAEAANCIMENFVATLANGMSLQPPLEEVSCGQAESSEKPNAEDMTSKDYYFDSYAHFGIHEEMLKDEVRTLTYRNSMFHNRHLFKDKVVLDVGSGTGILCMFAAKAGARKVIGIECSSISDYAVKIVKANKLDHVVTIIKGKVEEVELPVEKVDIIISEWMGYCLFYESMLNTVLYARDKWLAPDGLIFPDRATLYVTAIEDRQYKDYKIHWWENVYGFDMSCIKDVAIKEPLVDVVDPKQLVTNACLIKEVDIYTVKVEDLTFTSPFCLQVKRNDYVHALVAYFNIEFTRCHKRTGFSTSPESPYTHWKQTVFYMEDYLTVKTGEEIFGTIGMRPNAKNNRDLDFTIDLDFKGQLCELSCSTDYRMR
TDP2 inh – human TDP2 enzyme inhibitors, primary screen, biochemical, epi absorbance, recombinant enzyme | Tyrosyl-DNA phosphodiesterase 2 (Homo sapiens), O95551 | T5PNP hydrolysis, p-nitrophenol absorbance 415 nm | inhibition, % at 12.8 µM | 370,000 compounds, 0.34% hits | AID 720702, 2013;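 active = inhibition above the mean of all tested compounds plus 3 SD, set per campaign, cut at about 25% in these data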;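 also: 0% = DMSO with enzyme and 100% = buffer with substrate but no TDP2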
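System – recombinant human TDP2 · Quantity – TDP2 enzyme at 120 nM final · Doses – single concentration, 12.8 µM nominal, with 1% DMSO · Incubation – 2 h at 37 °C · Measured by – epi absorbance of p-nitrophenol freed from T5PNP by hydrolysis · Read-out – % inhibition relative to enzyme-containing and enzyme-free wells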
LEDGF integ inh – blockers of LEDGF/p75-dependent integrase strand transfer – biochemical, TR-FRET, high throughput, primary screen; HIV-1 integrase (with human LEDGF/p75); inhibition, % at 3.7 µM; TR-FRET IN-LEDGF/p75 DNA integration, Eu/Cy5; 370,000 compounds, 0.64% hits;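 active = inhibition above the screen-wide mean plus 3 SD, cut at about 13% in these data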;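 also: signal is the Cy5 over europium emission ratio at 671 and 618 nm; 0% = plate median of compound wells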
UHRF1 MBD2 ctr – UHRF1 methylated DNA binding inhibitors, primary screen, counter-screen for MBD2 inhibitor project, biochemical, TR-FRET, human UHRF1, single concentration | 370,000 compounds, 0.75% hits | AID 687016, 2013 | UHRF1 binding to methylated oligo | E3 ubiquitin-protein ligase UHRF1 (Homo sapiens), Q96T88 | inhibition, % at 4.4 µM; in the data active = inhibition above about 21%;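 also: UHRF1 SRA domain binding a hemimethylated CpG hairpin DNA probe; 0% = median of test compound wells and 100% = reference inhibitor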
DDE Tn7 FP inh – inhibitors of Tn7 peptide binding to fibrin DD(E), primary screen, biochemical, fluorescence polarization, human fibrin, Tn7 probe | Fibrinogen beta chain (Homo sapiens), P02675 | FP displacement of FITC-Tn7 peptide from fibrin DD(E); 0% = median of compound wells per plate | inhibition, % at 8.3 µM | 370,000 compounds, 0.13% hits;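 active = inhibition above the mean of compounds falling within the control limits plus 3 SD of them, cut at about 14% in these data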;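 also: 0% = plate median of compound wells and 100% = 10 µM Aha-Tn7 peptide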
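system = human fibrin DD(E) protein | quantity = DD(E) 2 µM final | medium = Tris/NaCl/CaCl2 buffer, pH 7.8 | also added = labelled Tn7 tracer, 0.1 µM | compound dosing = single point at 8.3 µM | timing = compound with protein 10 min, then 3 h after probe, room temperature | signal = FP measurement | benchmarks = Aha-Tn7 high control | repeats = one replicate per compound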
HTRA1 inh – HTRA1 serine protease inhibitors, primary screen, biochemical, fluorescence polarization, HTS | Q92743 | recombinant HTRA1, FP-rhodamine activity-based probe | inhibition, % at 5.96 µM | 340,000 compounds, 0.5% hits | AID 504803, 2011; in the data active = inhibition above about 36%;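 also: 0% = enzyme with DMSO and 100% = wells lacking enzyme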
Target sequence (Q92743 whole entry, looked up): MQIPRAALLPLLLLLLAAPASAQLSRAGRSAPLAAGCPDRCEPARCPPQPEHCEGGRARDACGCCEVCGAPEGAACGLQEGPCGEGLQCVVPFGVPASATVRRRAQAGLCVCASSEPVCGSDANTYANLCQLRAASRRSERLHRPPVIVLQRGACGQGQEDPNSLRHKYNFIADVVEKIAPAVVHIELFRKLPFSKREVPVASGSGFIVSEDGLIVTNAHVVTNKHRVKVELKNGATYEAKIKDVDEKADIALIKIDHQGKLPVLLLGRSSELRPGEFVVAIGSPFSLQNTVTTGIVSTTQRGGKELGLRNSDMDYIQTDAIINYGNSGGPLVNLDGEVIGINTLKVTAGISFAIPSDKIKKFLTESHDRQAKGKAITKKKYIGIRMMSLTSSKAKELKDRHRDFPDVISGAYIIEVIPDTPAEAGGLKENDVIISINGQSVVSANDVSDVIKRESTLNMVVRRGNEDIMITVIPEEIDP
SIAE primary – human SIAE inhibitors, primary screen, biochemical, fluorescence polarization, FP-Rh probe, 1536-well HTS | Sialate O-acetylesterase (Homo sapiens), Q9HAT2 | 370,000 compounds, 0.69% hits | SIAE FP-Rh probe binding | inhibition, % at 9.66 µM;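 active = inhibition above a cutoff: mean of compounds within the control limits plus 3 SD of those, cut at about 17% in these data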;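 also: 0% = plate median of compound wells and 100% = probe without SIAE protein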
TCR CD3 inh – inhibitors of human TCR-CD3 interaction, primary screen, biochemical, fluorescence, TAMRA-labeled TCR probe | inhibition, % at 9.4 µM | 360,000 compounds, 0.37% hits; in the data active = inhibition above about 19%;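 also: recombinant mutant TCR 2C K166C tagged with TAMRA read by polarization; 0% = receptor in buffer alone and 100% = receptor with positive control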
PG9 Ab binder – binders of HIV-1 gp120 antibody PG9, primary screen, biochemical, TR-FRET; HIV-1 gp120 / PG9 antibody interaction; TR-FRET gp120-PG9 antibody binding; inhibition, % at 6.7 µM; 360,000 compounds, 0.43% hits; AID 624416, 2012; in the data active = inhibition above about 8.5%
An asterisk follows results filed as active; x = no result given; & = joins results of further samples. Not a hit list; 4.2% or so of the library scored in one or more.

1: COc1ccc(-c2nnn(CC(=O)N(CCN3CCOCC3)C(C(=O)NC3CCCCC3)c3ccco3)n2)cc1 (stereo not given)
2: CCn1nc(C(=O)OCC(=O)N2CCc3ccccc32)c2ccccc2c1=O
3: COCCNC(=O)CCn1nc(-c2ccc(C)cc2)c2ccccc2c1=O
4: C=CCN(c1ccc(C(=O)NCCc2ccccc2)cc1)S(C)(=O)=O
5: CCn1c(CC(=O)Nc2ccc(F)cc2)nnc1SCC(=O)Nc1nnc(C)s1
6: COc1cc(C(=O)n2nc(C)cc2C)cc(OC)c1OC
7: O=C(c1ccc(F)cc1)N1CCC(n2nnc3ccccc32)CC1
8: Cc1ccc(S(=O)(=O)N2C(=O)CCC2C(=O)O/N=C(\N)c2cccc([N+](=O)[O-])c2)cc1 (stereo not given)

compound no.,1,2,3,4,5,6,7,8
SIAE primary,1,0,-2,8,-7,7,-3,-4
UHRF1 MBD2 ctr,0,-1,2,-4,0,0,4,2
TDP2 inh,4,0,-15,4,-3,1,-8,15
LEDGF integ inh,-5,0,-5,-1,1,2,-1,-1
ABHD4 inh,-1,-5,-5,-6,8,-3,-1,6
PRMT1 FP inh,-2,-1,1,0,-1,-1,1,-2
PG9 Ab binder,-2.5,-0.7,-1.0,-0.7,-1.4,-1.6,4.5,-1.1
DDE Tn7 FP inh,-1,-6,4,-7,-7,5,9,-1
TCR CD3 inh,3,0,-4,2,0,2,-3,8
HTRA1 inh,-5,7,3,-1,-1,2,7,-8

Quoted at random: five compounds from above.
3: COCCNC(=O)CCn1nc(-c2ccc(C)cc2)c2ccccc2c1=O
6: COc1cc(C(=O)n2nc(C)cc2C)cc(OC)c1OC
4: C=CCN(c1ccc(C(=O)NCCc2ccccc2)cc1)S(C)(=O)=O
1: COc1ccc(-c2nnn(CC(=O)N(CCN3CCOCC3)C(C(=O)NC3CCCCC3)c3ccco3)n2)cc1 (stereo not given)
2: CCn1nc(C(=O)OCC(=O)N2CCc3ccccc32)c2ccccc2c1=O

compound no.,3,6,4,1,2
SIAE primary,-2,7,8,1,0
UHRF1 MBD2 ctr,2,0,-4,0,-1
TDP2 inh,-15,1,4,4,0
LEDGF integ inh,-5,2,-1,-5,0
ABHD4 inh,-5,-3,-6,-1,-5
PRMT1 FP inh,1,-1,0,-2,-1
PG9 Ab binder,-1.0,-1.6,-0.7,-2.5,-0.7
DDE Tn7 FP inh,4,5,-7,-1,-6
TCR CD3 inh,-4,2,2,3,0
HTRA1 inh,3,2,-1,-5,7

Additional results
9: COc1ccc(CCNC2=NCCS2)cc1
10: COc1ccc2cc(C(=O)N/N=C/c3cc(OC)c(OC)c(OC)c3)[nH]c2c1
11: C=CCN1C(=O)CN=C1Nc1ccc(OC)cc1OC
12: COCCN1Cc2cccc(C(=O)Nc3ccc4c(c3)OCCO4)c2C1=O
13: Oc1ccc(Cl)cc1C1=NNC(c2cc(Br)cc3c2OCOC3)C1 (stereo not given)
14: Cc1cc(C)nc(CCNC(=O)CC2C(=O)NCCN2Cc2ccc(F)cc2Cl)n1 (stereo not given)
15: C[C@H](O)[C@@H]1C(=O)N2CCc3c([nH]c4c(-c5ccccc5)cccc34)[C@@H]2C[C@@H]1N(C)C(=O)c1cc(Cl)cc(Cl)c1
16: Cc1cccc(-n2c(Cc3cc(=O)[nH]c(=O)[nH]3)nnc2SCC(=O)Nc2cccc(C(F)(F)F)c2)c1

compound no.,9,10,11,12,13,14,15,16
SIAE primary,-4,28*,8,2,-5,-4,-7,-10
UHRF1 MBD2 ctr,1,-3,3,-2,-2,-2,-1,7
TDP2 inh,-6,3,-8,6,1,8,-2,-13
LEDGF integ inh,-8,0,-5,0,5,0,-2,-4
ABHD4 inh,4,9,-2,1,-8,-1,1,-5
PRMT1 FP inh,7,0,3,3,-2,-4,-3,6
PG9 Ab binder,1.0,-1.5,-2.9,-1.0,-7.8,-2.0,-0.5,0.3
DDE Tn7 FP inh,4,-1,5,5,-2,-4,2,3
TCR CD3 inh,-4,3,4,-16,0,2,1,-5
HTRA1 inh,7,0,0,2,4,-1,x,-2

17: CCCC(=O)C1=C(O)C(C(=O)OC)C(C)(C)CC1=NC(C)(C)C (stereo not given)
18: COc1ccc(-n2c(=S)[nH]c3cc(C(=O)NCc4ccco4)ccc3c2=O)cc1OC
19: CC(=O)N1CCc2c(sc(NC(=O)CCS(=O)(=O)c3ccc(C)cc3)c2C(N)=O)C1
20: COc1ccccc1N(C(=O)c1snc(C(N)=O)c1N)C(C(=O)NC1CCCC1)c1ccco1 (stereo not given)
21: O=C(CCNC(=O)Cn1ccc2ccccc2c1=O)NCCN1CCN(c2cccc(Cl)c2)CC1
22: O=[N+]([O-])c1ccc(COc2ncnc3ccccc23)cc1
23: CC(=O)N1CCN(CC(c2ccccc2)c2ccccc2)CC1
24: Cn1c(NC(=O)C(C)(C)Oc2ccc(Cl)cc2)cc(=O)n(C)c1=O

compound no.,17,18,19,20,21,22,23,24
SIAE primary,17,7&-4,-1,0,2,-3,9,-3
UHRF1 MBD2 ctr,-4,-1&3,-2,6,-1,3,4,-1
TDP2 inh,10,-2&6,11,-4,5,9,0,-8
LEDGF integ inh,-4,2&-2,4,1,-1,-1,-2,0
ABHD4 inh,-3,5&3,0,3,-5,2,5,3
PRMT1 FP inh,-1,0&2,2,1,2,-2,3,-4
PG9 Ab binder,-0.4,-0.7&1.1,0.0,-0.7,-1.0,-1.3,0.6,-0.2
DDE Tn7 FP inh,-2,5&5,0,1,-2,2,6,-3
TCR CD3 inh,-4,-3&2,6,-5,10,4,-8,0
HTRA1 inh,10,-2&-2,5,-9,-1,3,5,-10

25: CC(C)Oc1ccc(C(=O)Nc2ccc(NC(=O)c3ccco3)c(Cl)c2)cc1
26: C=CCNC(=S)NNC(=O)c1cccc2ccccc12
27: COc1ccc(C)cc1NC(=O)NC(C)c1ccc2c(c1)OCO2 (stereo not given)
28: O=C(CSC(=S)N1CCOCC1)N1N=CCC1c1ccccc1 (stereo not given)
29: CCOC(=O)/C(C#N)=C/c1cccc([N+](=O)[O-])c1
30: Cc1ccccc1-n1c(SCC(=O)Nc2ccccc2Cl)nc2n[nH]c(C)c2c1=N
31: CCOC(=O)CNS(=O)(=O)c1ccc2c3c(cccc13)C(=O)N2CC
32: CC(C)CCNc1ncnc2c1nnn2Cc1ccccc1Cl

compound no.,25,26,27,28,29,30,31,32
SIAE primary,0,10,-2,-6,-5,-13,3,2
UHRF1 MBD2 ctr,1,-3,0,-1,0,0,-3,3
TDP2 inh,-8,0,-6,3,4,9,4,5
LEDGF integ inh,2,-2,5,1,1,2,3,-2
ABHD4 inh,-9,-1,-12,0,4,1,-15,1
PRMT1 FP inh,2,2,-1,-3,1,0,-6,-1
PG9 Ab binder,11*,0.1,-3.5,-4.3,-1.9,-1.1,2.8,3.6
DDE Tn7 FP inh,4,-3,-3,-6,9,4,1,0
TCR CD3 inh,-5,4,1,-3,2,7,9,2
HTRA1 inh,-4,-2,-3,3,-10,-41,0,1

33: C=C(C)COc1ccc(-c2nc(N)ncc2Oc2ccccc2OC)c(O)c1
34: COc1ccc(-n2c(=O)c(CCC(=O)N3CCN(c4ccccc4O)CC3)nc3ccccc32)cc1
35: COC(=O)c1ccc(C(=S)NCC2(N(C)C)CCCCC2)cc1
36: CCC(C)[C@H]1CN=C(N)N1CCCc1cc(OC)c(OC)c(OC)c1 (stereo not given in full)
37: CN(C(=O)c1cccc(NC(=O)Cc2ccc(NC(=O)C3CCN(S(=O)(=O)c4cccc([N+](=O)[O-])c4)CC3)cc2)c1)C1CCCC1
38: CCOC(=O)C1=C(COC(=O)c2ccc([N+](=O)[O-])o2)NC(=O)NC1C (stereo not given)
39: COc1ccc(CCN=C(N)C(C)c2ccccc2)cc1OC (stereo not given)
40: CC(C)Nc1nc(-c2ccccc2)nnc1-c1ccccc1

compound no.,33,34,35,36,37,38,39,40
SIAE primary,-1,5,3,4,-36,-14,-8,0
UHRF1 MBD2 ctr,4,0,0,-3,-1,-6,0,-1
TDP2 inh,-1,2,2,5,4,-9,-12,0
LEDGF integ inh,1,3,1,-1,-5,8,-4,-2
ABHD4 inh,-1,8,1,6,-21,-1,3,-6
PRMT1 FP inh,1,0,-3,1,2,0,-1,3
PG9 Ab binder,-0.2,0.1,1.1,0.9,2.1,-3.4,-0.6,1.4
DDE Tn7 FP inh,5,-3,8,-1,5,1,11,2
TCR CD3 inh,-5,3,3,5,5,3,1,4
HTRA1 inh,-27,-5,1,3,-16,2,1,-4

41: Cc1ccc(C(=O)OCCc2sc[n+](Cc3ccccc3)c2C)cc1
42: COc1ccc(COC(=O)CN2C(=O)NC3(CC(C)CC(C)(C)C3)C2=O)cc1F (stereo not given)
43: O=C1/C(=C/c2ccc(O)cc2)SC(=S)N1Cc1cccnc1
44: COc1ccc(C(c2nnnn2-c2c(C)cccc2C)N2CCN(C/C=C/c3ccccc3)CC2)cc1 (stereo not given)
45: COc1ccc(-n2c(SCC(=O)NCc3cccs3)nnc2-c2ccoc2C)cc1
46: CC(C)c1nc(=S)c2ccccc2[nH]1
47: O=C(NCC[C@H]1CC[C@@H](NC(=O)C2CCOCC2)[C@@H](CO)O1)Nc1ccc(Cl)cc1

compound no.,41,42,43,44,45,46,47
SIAE primary,0,-2,-8,-13,-4,9,1
UHRF1 MBD2 ctr,-1,5,2,-2,5,-1,-1
TDP2 inh,8,-8,2,10,-5,-3,6
LEDGF integ inh,-1,4,-3,10,5,2,-3
ABHD4 inh,-2,-3,-7,2,-14,1,4
PRMT1 FP inh,1,6,3,0,5,-1,4
PG9 Ab binder,-1.3,1.8,-1.7,0.4,1.2,0.6,-1.5
DDE Tn7 FP inh,5,7,5,7,5,-5,2
TCR CD3 inh,-6,-1,-13,1,2,-8,-11
HTRA1 inh,2,-4,-6,x,-5,-1,x

From PubChem BioAssay
